Screens deposited in PubChem BioAssay by Sanford-Burnham Center for Chemical Genomics.
HKDC1 inhibitor = blocks human hexokinase HKDC1 activity | Q2TB90 | inhibition, % at 20 µM | AID 493160 | 340,000 tested, 0.16% active | recombinant HKDC1, G6PDH/diaphorase resazurin coupled fluorescence;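 active means inhibition above about 35% when tested at 20 µM, limit read from the data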;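 further: plate controls were DMSO wells with enzyme for no effect and DMSO wells lacking enzyme for full effect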
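Assay system: in-house recombinant HK5 (HKDC1) enzyme. Input: HKDC1 at 5 µg/mL. Medium: Tris pH 8.0 buffer with MgCl2, Tween-20, BSA, BME. Dosing: single 20 µM dose. Schedule: 90 min reaction incubation at room temperature, dark. Signal: resazurin-to-resorufin fluorescence via G6PDH and diaphorase coupling, 525/613 nm. Controls: DMSO-enzyme wells negative, buffer-substituted wells positive.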
hIAP block = human IAP inhibition | inhibition, % at 10 µM | P09923 | purified IAP, CDP-Star luminescence, 30 min | 330,000 tested, 0.12% active;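 active means inhibition reaching a set limit with compound at 10 µM in the primary screen, cut at about 35% in these data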;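 further: plate controls were DMSO wells with enzyme for no effect and no-enzyme buffer wells for full effect; values of inactives mirror those of a sister screen read the other way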
PfG6PD inh = PfG6PD (Plasmodium falciparum) enzyme inhibition. PfGluPho enzyme, NADPH resazurin-diaphorase fluorescence. inhibition, % at 20 µM. 350,000 tested, 0.78% active. AID 504690;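 active means inhibition reaching at least a set limit at 20 µM in the primary screen, cut at about 59% in these data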;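 further: 0% = DMSO wells with substrate and 100% = DMSO wells lacking glucose-6-phosphate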
mIAP block = mouse IAP inhibition; purified mouse IAP, CDP-Star luminescence, 30 min; inhibition, % at 10 µM; 330,000 tested, 0.2% active; AID 2806;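 active means inhibition of at least 40% at 10 µM in the primary screen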;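 further: plate controls were DMSO with enzyme for no effect and no enzyme wells for full effect; values of inactives mirror those of a sister screen read the other way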
mIAP act = increases mouse intestinal alkaline phosphatase activity. muIAP, CDP-Star luminescence, 30 min; hits give high values; 1 = vehicle-only enzyme signal, 0 = enzyme-free wells. activation factor at 10 µM. 330,000 tested, 0.24% active;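 active means activation factor of at least 2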; further: the source names both 10 and 20 µM as test concentration; values of inactives mirror those of a sister screen read the other way
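also added = chemiluminescent substrate CDP-Star | test system = mouse IAP enzyme | signal = chemiluminescence readout | compound = DMSO-dissolved test compounds | incubation = 30 min at room temperature | benchmarks = DMSO wells, no-enzyme wells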
hIAP activ = human IAP activation; P09923; purified human IAP, CDP-Star luminescence, 30 min; hits give high values; 1 = vehicle-only enzyme, 0 = enzyme-free background; activation factor at 10 µM; 330,000 tested, 0.16% active;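 active means activation factor of the enzyme at least 2-fold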; further: the source names both 10 and 20 µM as test concentration; values of inactives mirror those of a sister screen read the other way
ATG4B inh = blocks human ATG4B protease cleavage of LC3 substrate. 340,000 tested, 0.51% active. Q9Y4P1. inhibition, % at 8.33 µM. ATG4B cleavage of LC3-PLA2, NBD-HPC fluorescence, 1 h. AID 504462; in the data active means inhibition above about 40%
Target sequence (Q9Y4P1 whole entry, looked up): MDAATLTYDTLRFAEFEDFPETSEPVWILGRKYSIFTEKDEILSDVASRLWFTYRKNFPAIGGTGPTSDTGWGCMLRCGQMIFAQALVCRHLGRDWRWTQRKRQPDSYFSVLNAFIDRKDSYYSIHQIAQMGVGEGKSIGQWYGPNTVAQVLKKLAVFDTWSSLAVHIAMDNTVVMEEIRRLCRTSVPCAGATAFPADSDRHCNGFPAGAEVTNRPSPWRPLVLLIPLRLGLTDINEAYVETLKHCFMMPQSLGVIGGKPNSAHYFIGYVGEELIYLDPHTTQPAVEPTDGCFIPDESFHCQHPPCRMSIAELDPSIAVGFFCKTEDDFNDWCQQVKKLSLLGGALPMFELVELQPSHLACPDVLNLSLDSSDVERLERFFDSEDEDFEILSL
APOBEC3A inh = human APOBEC3A DNA deaminase inhibition. recombinant A3A, FAM/TAMRA ssDNA deamination fluorescence. inhibition, % at 20 µM. P31941. 330,000 tested, 0.41% active;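 active means at least 40% inhibition at 20 µM here, with at most 30% in a related deaminase screen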;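 further: plate controls were A3A with DMSO for no effect and wells lacking A3A enzyme for full effect; some results filed as inactive read as strong as hits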
Target sequence (P31941 whole entry, looked up): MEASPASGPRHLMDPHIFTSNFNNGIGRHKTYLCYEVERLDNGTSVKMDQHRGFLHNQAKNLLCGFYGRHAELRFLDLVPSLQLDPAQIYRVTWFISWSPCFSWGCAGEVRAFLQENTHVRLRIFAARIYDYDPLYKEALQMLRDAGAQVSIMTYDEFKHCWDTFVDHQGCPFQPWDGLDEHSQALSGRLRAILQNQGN
Numbers without * were called inactive.

Order of results – HKDC1 inhibitor, hIAP block, PfG6PD inh, mIAP block, mIAP act, hIAP activ, ATG4B inh, APOBEC3A inh
- Cc1cc2occ(CC(=O)NC3CCCc4ccccc43)c2cc1C (configuration not stated)
 : -5, 8, -10, -24, 1.2, 0.92, 2, -3
- COc1ccc(CCNC(=O)c2c(O)c3c([nH]c2=O)CCCC3)cc1
 : -7, -9, 9, 11, 0.89, 1.1, 5, 1
- CC1(C)C2CCC1(CS(=O)(=O)N1CCOCC1)C(=O)C2 (configuration not stated)
 : -7, -1, 1, -7, 1.1, 1, 0, 1
- O=C(Nc1nnc(SCc2ccccc2Cl)s1)c1cccc([N+](=O)[O-])c1
 : -2, 8, -3, 23, 0.77, 0.92, 72*, 0
- CCC(=O)Nc1cccc(NC(=O)CSc2nnc(-c3ccc(NS(C)(=O)=O)cc3)n2C)c1
 : -4, 4, -19, 4, 0.96, 0.96, 6, 1
- Cc1cc(=O)oc2cc(NC(=O)COc3ccccc3[N+](=O)[O-])ccc12
 : 16, -3, -3, 14, 0.86, 1, 0, 7
- CCOC(=O)c1sc2nccc(N(C)C)c2c1N=CN(C)C
 : 4, 13, -5, 11, 0.89, 0.87, -8, -4
- CCOC(=O)C1(CC2CCCCO2)CCN(Cc2cccnc2)CC1 (configuration not stated)
 : -10, 6, -1, 4, 0.96, 0.94, 1, -2
- O=C(CSc1n[nH]c(=O)n1Cc1ccco1)N1CCOCC1
 : -5, 8, -8, -4, 1, 0.92, -3, -4
- CC1(NC(=S)Nc2ccc3ccccc3c2)CCS(=O)(=O)C1 (configuration not stated)
 : 4, 18, 7, 14, 0.86, 0.82, -9, -5
- CC(C)N1CCN(Cc2ccncc2)CC1CCO (configuration not stated)
 : -6, -5, -11, -11, 1.1, 1.1, -4, -1
- Cc1cccc(S(=O)(=O)c2c(N)n(Cc3ccco3)c3nc4ccccc4nc23)c1
 : 10, 18, 10, 15, 0.85, 0.82, -12, 0
- Cc1cc2nc(-c3cccc(NC(=O)c4ccc(Br)o4)c3C)oc2cc1C
 : 9, 10, -15, 1, 0.99, 0.9, -7, 0
- CCOC(=O)Cn1c(=O)n(CC(=O)OCC)c2ccccc21
 : -3, 5, -13, 5, 0.95, 0.95, -13, 0
- O=C(NCc1ccco1)C1CCCN(S(=O)(=O)c2ccccc2)C1 (configuration not stated)
 : -8, 13, -7, 0, 1, 0.87, -2, 4
- Cc1cccc(N2C(S)=C(C#N)C(=O)NC2c2ccco2)c1 (configuration not stated)
 : 11, 12, -1, 16, 0.83, 0.88, 0, -5
- Cc1ccc(NC(=O)CCOc2ccccc2C)cc1C
 : 0, 1, 7, -2, 1, 0.99, -5, 0
- CC(C)N(C(=O)[C@H]1CC(CC(=O)NCc2cccc(C(F)(F)F)c2)C(=O)N2CCc3c([nH]c4ccccc34)[C@]12C)C(C)C (some centres not stated)
 : 1, -1, 34, -10, 1.1, 1, 3, -3
- COc1ccc(C(=O)Nc2nc(N)n(-c3ccccc3)n2)cc1OC
 : 1, 0, 13, -4, 1, 1, -10, -1
- Cc1cc(NCc2ccco2)n2c(nc3ccccc32)c1C#N
 : 6, -14, -1, -8, 1.1, 1.1, 3, -3
- COc1ccc(CN2CCNC(=O)C2CC(=O)NCCCC2CCCC2)c(F)c1 (configuration not stated)
 : -10, -4, 8, 5, 0.95, 1, 4, -2
- CC(C)NC(=O)COC(=O)c1ccccc1C(=O)c1ccccc1
 : 2, -12, -4, 2, 0.98, 1.1, 6, 2
- O=C(CN1CCN(Cc2ccccc2)C1=O)NCc1ccc(Cl)cc1
 : -3, 3, -11, 14, 0.86, 0.97, -8, 3
- C=CCNC(=O)C12CCC(C)(C(=O)C1Br)C2(C)C (configuration not stated)
 : -4, 3, -2, 2, 0.98, 0.97, -2, 0
- CC1=NOC(=O)/C1=C\c1ccc(-c2ccc(Cl)cc2Cl)o1
 : 54*, 0, 70*, 22, 0.79, 1, 29, 12
- Cc1csc(NC(=O)/C=C/c2ccc3c(c2)OCO3)n1
 : -1, 1, 37, 17, 0.83, 0.99, -6, 1
- Cc1ccc(NC(=O)c2ccc(=O)[nH]n2)cc1S(=O)(=O)Nc1ccc(SC(F)F)cc1
 : 6, -2, -11, 9, 0.91, 1, -13, 7
- O=C(CSc1nc2ccccc2c(=O)n1-c1ccccc1)N1CCC1
 : -10, 4, 8, 18, 0.82, 0.96, -7, -2
- O=C1c2ccccc2C(=O)N1OCc1cccc(Cl)c1
 : 1, -6, -15, -2, 1, 1.1, 1, -2
- CCCN(c1ccc(OCC)cc1)c1ncnc2nc[nH]c12
 : -4, -36, 11, 15, 0.85, 1.4, -5, -1

The last two entries of the section before come first, to join the parts:
Order of results – HKDC1 inhibitor, hIAP block, PfG6PD inh, mIAP block, mIAP act, hIAP activ, ATG4B inh, APOBEC3A inh
- O=C1c2ccccc2C(=O)N1OCc1cccc(Cl)c1
 : 1, -6, -15, -2, 1, 1.1, 1, -2
- CCCN(c1ccc(OCC)cc1)c1ncnc2nc[nH]c12
 : -4, -36, 11, 15, 0.85, 1.4, -5, -1
- COc1ccc(CN2CCC(=O)N([C@H](CO)Cc3ccccc3)CC2)cc1OC
 : -5, -29, -5, 5, 0.95, 1.3, -6, -5
- Cc1ccc(C(=O)NNC(=O)c2ccc(NC(=O)C(C)(C)C)cc2)cc1
 : 5, 10, -9, 6, 0.94, 0.9, 0, -7
- COc1cc(/C=N/NC(=O)c2c(-c3ccccc3)noc2C)cc(OC)c1OC
 : -3, 1, -1, 7, 0.93, 0.99, 4, 1
- O=C(Nc1cccc(F)c1)C1CCCN(S(=O)(=O)c2ccc(-n3cnnn3)cc2)C1 (configuration not stated)
 : -4, 3, 2, -8, 1.1, 0.97, -7, 2
- O=c1cc(N2CCN(c3ccccc3)CC2)[nH]c(=O)n1Cc1ccc(F)cc1
 : -5, -2, -3, 8, 0.92, 1, -24, -5
- CCCCN(CC)S(=O)(=O)c1ccc(C(=O)Nc2nnc(COC)o2)cc1
 : -1, -13, -27, 6, 0.94, 1.1, -12, 2
- O=C(Nc1cccc2cccnc12)c1cccc2ccccc12
 : -8, -22, 2, 13, 0.87, 1.2, 2, -3
- CC(Oc1ccc(F)cc1F)C(=O)NNC(=S)NCC1CCCO1 (configuration not stated)
 : -7, -123, 12, -3, 1, 2.2*, -2, -1
- COc1cc(C(=O)Nc2ccc(S(=O)(=O)N3CCCCC3C)cc2)cc(OC)c1OC (configuration not stated)
 : -4, -3, 19, -6, 1.1, 1, -25, -5
- O=C(Nc1ccccc1C(=O)O)c1cc(S(=O)(=O)NCc2ccccc2)ccc1Cl
 : 3, -6, -11, 8, 0.92, 1.1, 27, -4
- CN(C)/C=C/C(=O)c1ccncc1
 : -3, 0, -5, -6, 1.1, 1, 3, 1
- COCCNC(=O)CN1CCCCCC1
 : 0, 8, -4, 11, 0.89, 0.92, -4, -1
- CN(Cc1ccccc1)Cc1nc2c([nH]1)c(=O)n(C)c(=O)n2C
 : 0, -17, -8, -1, 1, 1.2, -2, 2
- O=C(CN1CCN(S(=O)(=O)c2ccc(Br)cc2)CC1)N/N=C/c1ccccc1C(=O)O
 : -2, -26, 0, 6, 0.94, 1.3, -1, -5
- Cc1ccc2c(c1)C(O)(CC(=O)c1cccc(-n3cccc3)c1)C(=O)N2 (configuration not stated)
 : -3, 0, 17, 1, 0.99, 1, -12, 0
- COc1cccc(/C=N/NC(=O)N/N=C/c2cccc(OC)c2O)c1O
 : -6, -151, -1, 19, 0.81, 2.5*, 0, -3
- CCOc1ccc(C2C(C(=O)c3cccs3)=C(O)C(=O)N2Cc2cccnc2)cc1OC (configuration not stated)
 : 2, -2, -9, 3, 0.97, 1, 17, -3
- COc1cc(S(=O)(=O)NCC2(N3CCCCC3)CCCCC2)ccc1NC(C)=O
 : -5, 4, 1, 5, 0.95, 0.96, -8, -4
- CCN(CC(=O)Nc1ccccc1C(F)(F)F)C(=O)c1ccc(N2CCCC2=O)cc1
 : -5, -7, 0, 6, 0.94, 1.1, -4, 1
- Cc1cc(SCC(=O)Nc2ccc(O)cc2)n2nc(C)c(-c3ccccc3)c2n1
 : -1, 7, 9, -7, 1.1, 0.93, -12, 0
- O=C(CN1CCN(c2cccc(Cl)c2)CC1)Nc1ccc(S(=O)(=O)N2CCOCC2)cc1
 : 1, 25, 8, -12, 1.1, 0.75, -10, 0
- CC1CCc2c(sc(NC(=O)c3ccc(Cn4cc([N+](=O)[O-])cn4)o3)c2C#N)C1 (configuration not stated)
 : 11, -2, -30, 28, 0.72, 1, -21, 39
- CCOc1ccc(S(=O)(=O)NCCSCc2ccco2)cc1
 : 1, 2, 7, -7, 1.1, 0.98, 0, 2
- CC1CCN(C(=O)CN2C(=O)C(C)(C)Oc3ccc(C(=O)NC(C)C)cc32)CC1
 : 1, -2, -1, 6, 0.94, 1, 0, 1
- COCCNS(=O)(=O)c1cc(C)c(C)cc1C
 : -6, 2, -11, -1, 1, 0.98, -11, 0
- O=S(=O)(N1CCOCC1)N1CCN(c2ccccc2F)CC1
 : 11, -1, -8, -7, 1.1, 1, -11, -4
- Cc1cccc2c1N(C)C(=O)C2=O
 : -10, -3, 7, 5, 0.95, 1, -2, -3
- Cc1cnc(C(=O)Nc2ccc(C(C)C)cc2)cn1
 : -3, 5, 14, -9, 1.1, 0.95, -4, -4
- Cc1ccc(NC(=O)CSc2nc3[nH]ncc3c(=O)[nH]2)c(C)c1
 : -8, -10, -12, -1, 1, 1.1, -5, -1
- Cc1c(NC(=O)/C=C/c2cccs2)c(=O)n(-c2ccccc2)n1C
 : -6, 2, -19, 1, 0.99, 0.98, 1, -1

Later entries
Order of results – HKDC1 inhibitor, hIAP block, PfG6PD inh, mIAP block, mIAP act, hIAP activ, ATG4B inh, APOBEC3A inh
- Cc1ccc(Cn2c(C(C)Nc3nc(-c4ccc(Cl)cc4)cs3)nc3cc(C(=O)NCCCO)ccc32)cc1 (configuration not stated)
 : 14, 9, 24, -16, 1.2, 0.91, 3, -7
- COc1ccc(C(=O)OCC(=O)NC2CCCC2)c(OC)c1
 : 4, -10, -5, -6, 1.1, 1.1, -2, -4
- COC(=O)c1c(C)nc(C)c(C(=O)OC)c1-c1ccc(OC)c(OC)c1
 : -10, -17, 1, 3, 0.97, 1.2, 2, -3
- Nc1ccc(N2CCCC2)c(S(=O)(=O)Nc2cccc(C(F)(F)F)c2)c1
 : -2, 9, 80*, 26, 0.74, 0.91, -2, -4
- O=C(CSC1=NS(=O)(=O)c2ccccc2N1)Nc1nccs1
 : -2, 10, -7, -5, 1, 0.9, -8, 0
- CCc1nc(Nc2ccccc2F)c2oc3ccccc3c2n1
 : -1, -13, 6, 0, 1, 1.1, 5, -6
